# D2 ag: activates the human D2 dopamine receptor; AID 485358; 340,000 compounds, 0.53% hits; HEK293 T-REx D2 cells, calcium flux agonist mode; activation, % at 2 µM;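 active = activation over 3 SD above normal in the single-dose calcium agonist read, cut at about 30% in these data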; also: 0% is about no effect
# Target sequence (P14416 whole entry, looked up): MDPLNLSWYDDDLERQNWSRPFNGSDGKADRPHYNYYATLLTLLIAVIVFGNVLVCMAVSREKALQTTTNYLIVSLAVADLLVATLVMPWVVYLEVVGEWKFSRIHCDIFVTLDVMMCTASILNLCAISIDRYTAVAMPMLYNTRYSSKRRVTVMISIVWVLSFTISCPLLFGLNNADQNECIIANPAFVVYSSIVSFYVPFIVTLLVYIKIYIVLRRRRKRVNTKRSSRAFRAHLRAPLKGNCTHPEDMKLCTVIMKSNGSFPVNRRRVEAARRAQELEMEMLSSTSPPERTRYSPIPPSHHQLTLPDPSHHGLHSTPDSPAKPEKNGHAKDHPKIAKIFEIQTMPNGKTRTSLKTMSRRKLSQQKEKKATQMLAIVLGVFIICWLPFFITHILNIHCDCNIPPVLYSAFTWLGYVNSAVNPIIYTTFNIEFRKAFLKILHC
#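 Calcium-flux readout, 1 cycle/sec over 180 s following compound pin transfer, in inducible HEK293 Trex D2 cells (force-coupled); dopamine controls included. Positive calcium responses during this window marked compounds as potential agonists.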
# RXFP1 antag: blocks the human relaxin receptor RXFP1; 350,000 compounds, 0.59% hits; HEK293-RXFP1, relaxin-stimulated cAMP HTRF, 30 min; active compounds read low; AID 1259400; activity change, negative = inhibition, % at 57.5 µM;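 active = activity change of -60% or lower, but not beyond a set lower limit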; also: % is scaled to controls: 0 for no effect and ±100 for the full control effect
# D1 ag: agonists of human D1 dopamine receptor. 360,000 compounds, 1% hits. HEK293 T-REx D1 cells, calcium flux, agonist mode. activation, % at 2 µM. P21728; also: 0% is about no effect
#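 Agonism was scored from calcium flux recorded over 180 s (1 read/s) after pintool compound addition, following a 10-cycle baseline. Cells were inducible force-coupled HEK293 TREx D1, plated overnight at 30 C and loaded with no-wash calcium dye.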
# D2 antagonist: D2 dopamine receptor (human) antagonism; HEK293 TREx D2 cells, calcium flux, dopamine EC80; inhibition, % at 10 µM; 340,000 compounds, 2% hits; in the data active = inhibition above about 30%; also: 0% is about no effect
#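 Compounds are added to dye-loaded, induced HEK293 T-REx cells coupled to calcium release via D2; after a 3 min kinetic read an EC80 dopamine stimulus is given and fluorescence is recorded for 3 more min.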
# TRHR ag: TRH receptor (human) agonism. P34981. TRHR cells, calcium flux fluo-8, FDSS agonist mode. activation, % at 2 µM. 360,000 compounds, 0.18% hits. AID 493084; also: 0% is about no effect
# Target sequence (P34981 whole entry, looked up): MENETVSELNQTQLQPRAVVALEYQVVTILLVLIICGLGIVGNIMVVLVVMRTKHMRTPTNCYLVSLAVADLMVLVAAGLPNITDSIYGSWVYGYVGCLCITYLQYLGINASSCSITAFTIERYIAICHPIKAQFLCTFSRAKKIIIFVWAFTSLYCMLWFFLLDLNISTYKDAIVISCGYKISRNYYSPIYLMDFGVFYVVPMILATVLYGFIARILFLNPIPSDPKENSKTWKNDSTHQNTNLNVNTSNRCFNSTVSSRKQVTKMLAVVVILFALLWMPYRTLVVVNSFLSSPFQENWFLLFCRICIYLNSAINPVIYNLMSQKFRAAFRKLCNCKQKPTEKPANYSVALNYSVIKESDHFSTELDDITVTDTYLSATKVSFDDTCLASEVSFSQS
#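 TRHR-expressing cells loaded with fluo-8 calcium dye; 23 nL library compound pin-transferred, kinetic FDSS fluorescence (Ex 480/Em 530) recorded about 180 s for agonist-induced calcium release, before a 10 nM TRH EC20 addition for potentiator mode.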
# D1 potentiator: human D1 dopamine receptor positive modulation. HEK293 TREx D1 cells, calcium flux, dopamine EC20 potentiation. P21728. potentiation, % at 10 µM. 360,000 compounds, 0.036% hits; in the data active = potentiation above about 30%; also: 0% is about no effect
# D1 antagonist: antagonists of human D1 dopamine receptor. P21728. 360,000 compounds, 3.2% hits. HEK293 TREx D1 cells, calcium flux, dopamine EC80; active compounds read low. activity change, negative = inhibition, % at 10 µM; in the data active = activity change below about -30%; also: % is scaled to controls: 0 for no effect and ±100 for the full control effect
#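 Tetracycline-induced HEK293 Trex D1 cells, force-coupled to calcium, dye-loaded; compounds added and read 180 s, then EC80 dopamine added and calcium flux tracked kinetically another 180 s.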
# D2 potentiator: positively modulates the human D2 dopamine receptor allosterically. potentiation, % at 10 µM. AID 485347. 340,000 compounds, 0.34% hits. P14416. HEK293 T-REx D2, calcium flux, EC20 dopamine potentiation;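 active = potentiation over 3 SD above the plate norm, cut at about 30% in these data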; also: 0% is about no effect
#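 Primary screen. Calcium kinetics in induced HEK293 T-REx D2 cells: compound pre-addition 180 s, EC20 dopamine, 180 s more.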
# TRHR enhancer: TRH receptor (human) allosteric enhancement; TRHR cells, fluo-8 calcium fluorescence, EC20 TRH enhancement; enhancement, % at 2 µM; 360,000 compounds, 0.66% hits; AID 493056; in the data active = enhancement above about 30%; also: 0% is about no effect
#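 TRHR-expressing cells loaded with fluo-8 calcium dye were read kinetically (ex 480/em 530) during compound addition, then stimulated with an EC20 of TRH (10 nM final). Enhancement of the Gq-mediated intracellular calcium response was scored.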
# Starred values were filed as active, the others as inactive; nt = no result given; & = joins results of further samples. Rule as the data show it, unless noted: active = activation above about 30%; inactive = the rest.
# The line under a structure holds: D2 potentiator	D1 antagonist	D1 ag	D2 ag	D1 potentiator	D2 antagonist	TRHR enhancer	RXFP1 antag	TRHR ag
> COc1cc2[nH]c(=O)n(CCCCCC(=O)NCCc3c[nH]c4ccccc34)c(=O)c2cc1OC
    8.0	1.0	0.4	-0.1	0.2	-2.5	3.9	3.1	0.1
> Cc1ccc(C)c(S(=O)(=O)N(C)C2(C)CCS(=O)(=O)C2)c1 (stereo not drawn)
    0.4	-9.7	2.5	-0.4	-11.7	5.8	-6.4	0.5	-0.3
> O=C(Oc1ccccc1)c1ccc2nsnc2c1
    2.4	5.5	6.9	0.2	-5.5	17.2	-5.3	-24.3	0.7
> CC(=O)c1ccc(S(=O)(=O)N2CCC(c3nc4ccccc4[nH]3)CC2)cc1
    15.4	-0.1	-0.6	-0.4	-7.0	-30.5	16.6	-9.4	-1.3
> CC1CC(C)CN(C(=O)COC(=O)c2nccnc2N)C1 (stereo not drawn)
    22.2	-10.1	0.2	-0.3	-1.0	8.0	-0.1	-4.0	0.4
> C=CCN=C1SC(CC)C(=O)N1S(=O)(=O)c1ccc(C)cc1 (stereo not drawn)
    -3.8	11.7	-3.1	0.1	-5.9	-12.4	-3.4	-4.1	0.0
> Cc1ccnc(N/C=C/C(=O)c2ccc(Br)cc2)c1
    -9.9	1.9	3.8	0.8	1.2	1.6	0.8	-9.9	0.5
> N#CCSc1nnc(-c2ccccc2)c(-c2ccccc2)n1
    -3.0	-20.0	2.6	0.3	-10.9	-7.9	-9.4	-7.6	-0.5
> CCC1CCCCN1C(=O)COc1ccc(F)cc1 (stereo not drawn)
    nt	-9.7	-0.1	nt	-3.5	nt	4.9	20.5	0.1
> Cc1ccc(C(=O)N(Cc2ccco2)Cc2ccco2)cc1
    -10.2	-12.1	1.9	nt	-3.2	nt	-7.4	-5.6	-1.6

# Remaining list, next part:
# The line under a structure holds: D2 potentiator	D1 antagonist	D1 ag	D2 ag	D1 potentiator	D2 antagonist	TRHR enhancer	RXFP1 antag	TRHR ag
> CCCNS(=O)(=O)c1ccc(OCC(=O)NCc2ccc3c(c2)OCO3)cc1
    0.8	1.8	2.8	0.3	-5.2	2.2	-2.0	6.3	-1.6
> Cc1ccc(OCC(=O)N(C)CC(=O)Nc2ccc(N3CCOCC3)cc2)cc1
    -6.2	-20.5	1.1	nt	-6.9	nt	-9.0	0.7	0.1
> CCn1c(=N)c(S(=O)(=O)c2ccc(C)cc2)cc2c(=O)n3ccccc3nc21
    -6.0	6.5	2.5	0.4	-3.5	-2.3	1.3	nt	0.1
> Cc1cccc(NC(=O)C2CC(=O)n3ncnc3N2)c1 (stereo not drawn)
    6.4	2.6	0.9	0.4	-0.4	5.2	1.4	2.7	0.4
> COCCn1c(C)cc(C(=O)CSc2n[nH]c(N)n2)c1C
    -7.2	-3.7	3.1	0.6	8.8	1.8	5.0	0.2	0.9
> NC(=O)c1c(NC(=O)C2c3ccccc3Oc3ccccc32)sc2c1CCCCC2
    6.1	22.0	7.3	0.5	-1.3	-24.1	-9.5	-26.3	1.2
> O=S(=O)(Nc1ccc(N2CCCCC2)cc1)c1ccccc1
    -1.1	1.3	8.0	-1.3	21.8	-2.5	8.6	nt	-0.2
> Cc1cc2c(cc1S(=O)(=O)N(C)Cc1ccccc1)n(C)c(=O)c(=O)n2C
    -0.6	-8.7	2.9	0.5	7.4	-13.5	2.6	-11.4	-0.5
> COc1cccc(-c2cc(C(=O)NCC3CCCO3)on2)c1 (stereo not drawn)
    3.0	9.3	0.9	0.1	1.6	-11.4	10.5	-2.8	0.0
> COc1ccccc1NS(=O)(=O)c1ccc2oc(SC(C)C(=O)N3CCNC3=O)nc2c1 (stereo not drawn)
    -6.8	-26.7	7.4	1.0	-11.8	-8.0	-9.2	-16.3	0.0

# Looked up one by one from above, 2 records:
# The line under a structure holds: D2 potentiator	D1 antagonist	D1 ag	D2 ag	D1 potentiator	D2 antagonist	TRHR enhancer	RXFP1 antag	TRHR ag
> O=S(=O)(Nc1ccc(N2CCCCC2)cc1)c1ccccc1
    -1.1	1.3	8.0	-1.3	21.8	-2.5	8.6	nt	-0.2
> NC(=O)c1c(NC(=O)C2c3ccccc3Oc3ccccc32)sc2c1CCCCC2
    6.1	22.0	7.3	0.5	-1.3	-24.1	-9.5	-26.3	1.2

# Remaining list, next part:
# The line under a structure holds: D2 potentiator	D1 antagonist	D1 ag	D2 ag	D1 potentiator	D2 antagonist	TRHR enhancer	RXFP1 antag	TRHR ag
> Cc1cc(SCC(=O)NCc2ccc(Cl)cc2)nc(=O)[nH]1
    -6.7	nt	-2.4	1.8	2.5	nt	-0.4	nt	0.4
> Nc1c(Cl)cc(C2=NCCn3c2c2ccccc2[n+]3[O-])cc1Cl
    4.0	-1.4	2.8	-0.7	-2.9	6.5	-1.7	nt	0.0
> Cc1ccc(Nc2nc(N)nc(CSc3nccn3C)n2)c(C)c1
    1.7	-32.9*	-0.6	0.2	-2.1	2.9	0.6	-0.3	-0.3
> COc1ccc(-c2cn3cc([N+](=O)[O-])ccc3n2)cc1OC
    -1.3	-2.1	1.7	2.1	3.6	14.8	7.5	3.0	0.1
> COC(=O)N/N=C/c1sc(N2CCCCC2)nc1-c1cccs1
    11.4	22.2	2.6	0.5	2.1	-24.0	6.2	-16.8	-0.2
> COc1cc2nc3c4ccccc4n(CC#N)c3nc2cc1OC
    -4.7	-0.9	6.2	-1.6	2.8	-0.2	-6.3	nt	0.6
> Cc1nn(C(C)C(=O)N2CCN(c3ccccn3)CC2)c(=O)c2cc3occc3n12 (stereo not drawn)
    11.7	-12.4	2.0	0.8	-6.2	-7.7	4.0	-3.0	-0.2
> CSc1nc(-c2ccc(N(C)C)cc2)c(C#N)c(=O)n1C
    -1.7	-11.0	2.2	2.3	-4.7	-0.9	3.4	nt	7.2
> OCCNC(=S)NCCc1ccccc1
    7.4	31.0	0.9	0.2	3.6	0.1	-0.6	1.3	0.3
> CNC(=O)NC(=O)CSc1nc2sccc2c(=O)n1-c1ccccc1
    12.8	8.9	3.8	0.8	nt	-11.2	-4.2	-23.3	0.5

# 4 entries from above, arranged by heavy-atom count, smallest number first:
# The line under a structure holds: D2 potentiator	D1 antagonist	D1 ag	D2 ag	D1 potentiator	D2 antagonist	TRHR enhancer	RXFP1 antag	TRHR ag
> OCCNC(=S)NCCc1ccccc1
    7.4	31.0	0.9	0.2	3.6	0.1	-0.6	1.3	0.3
> COc1ccc(-c2cn3cc([N+](=O)[O-])ccc3n2)cc1OC
    -1.3	-2.1	1.7	2.1	3.6	14.8	7.5	3.0	0.1
> Nc1c(Cl)cc(C2=NCCn3c2c2ccccc2[n+]3[O-])cc1Cl
    4.0	-1.4	2.8	-0.7	-2.9	6.5	-1.7	nt	0.0
> Cc1ccc(Nc2nc(N)nc(CSc3nccn3C)n2)c(C)c1
    1.7	-32.9*	-0.6	0.2	-2.1	2.9	0.6	-0.3	-0.3

# (list continues)
# The line under a structure holds: D2 potentiator	D1 antagonist	D1 ag	D2 ag	D1 potentiator	D2 antagonist	TRHR enhancer	RXFP1 antag	TRHR ag
> Cc1nc(SCC(=O)N2CCN(c3ccccc3)CC2)c2oc3ccccc3c2n1
    5.9	5.8	1.2	-0.2	7.3	-1.7	-1.8	-2.9	-0.4
> C#CCOCCOCCOCCNc1nc(N2CCN(C(=O)CCCCCCCCCCNC(=O)[C@H]([C@@H](C)CC)n3cc(CCCCCN)nn3)CC2)nc(N2CCN(C(=O)CCCCCCCCCCNC(=O)[C@H](CO)n3cc(CCCCCN)nn3)CC2)n1
    -14.3	92.1	50.1*	15.4	22.6	8.2	1.0	nt	0.6
> Cc1cc2oc(=O)cc(CN3CCN(Cc4ccccc4)CC3)c2cc1Cl
    -8.2	-0.9	5.9	0.9	1.0	9.0	-3.8	0.6	-0.3
> O=[N+]([O-])c1ccc(OCC(O)CN(CCO)CCO)cc1 (stereo not drawn)
    6.0	-34.7*	3.6	-1.0	-1.2	-1.7	-2.4	3.7	-0.4
> Cc1ccc(-c2cc(C(=O)NCc3cnn(C)c3)c3cc(Br)ccc3n2)cc1
    10.1	-10.8&-5.7	3.7&-1.1	-0.8	-6.2&-3.5	-0.6	2.1&7.2	-2.4	-0.5&0.3
> Cc1ccc(NC(=O)COC(=O)c2ccccc2F)cc1S(=O)(=O)N1CCCCC1
    -2.5	-10.1	14.2	0.0	-8.4	9.9	-10.2	-18.5	0.6
> Nc1nc2nc(-c3ccc(Cl)cc3)cc(C(F)(F)F)n2n1
    13.8&12.5	-3.5&6.8	3.6&-0.7	1.4&0.2	1.1&0.3	-13.5	9.2&15.4	6.6	4.0&0.4
> CCOc1ccc(C(=O)NC2CCN(S(C)(=O)=O)CC2)cc1
    -3.1	-13.5	0.8	1.4	-4.2	-11.4	-6.9	-4.4	1.3
> COc1ccc(C(C(=O)NC2CCCC2)N(CCN2CCOCC2)C(=O)c2ccc(OC)c(OC)c2)cc1 (stereo not drawn)
    -4.7	5.3	2.3	1.4	0.3	5.2	4.7	-12.1	0.8
> Cc1ccc(Nc2nc(N)nc(CSc3nccn3C)n2)cc1
    0.3	1.1	2.7	2.8	3.4	1.6	1.4	-1.7	0.0

# Remaining list, next part.
# The line under a structure holds: D2 potentiator	D1 antagonist	D1 ag	D2 ag	D1 potentiator	D2 antagonist	TRHR enhancer	RXFP1 antag	TRHR ag
> C=CCSc1nc2sc3c(c2c(=O)n1CC)CCC3
    5.0	7.5	7.6	0.8	-2.8	14.7	1.2	-16.0	-0.2
> COc1ccccc1N1CCN(C(=S)NC(=O)/C=C/c2ccccc2)CC1
    nt	13.8	3.4	nt	1.8	nt	-6.7	-7.9	-1.0
> C=CCN1C(=O)c2cccc3c(N4CCCCC4)ccc(c23)C1=O
    3.5	-12.0	88.6*	25.7	-5.5	3.6	-1.2	-21.3	34.5*
> Cc1ccc(N(CC(=O)Nc2ccccc2-c2ccccc2)S(=O)(=O)c2ccccc2)cc1
    nt	8.6	1.7	nt	-0.6	nt	-4.2	-3.1	0.2
> O=C(O)c1ccccc1OCc1ccccc1Br
    10.0	-19.7	1.7	-1.4	13.6	5.8	-3.7	-3.5	-0.2
> CC(C)(C)NC(=O)c1ccc(COc2ccccc2Br)o1
    0.1	-19.8	0.3	0.3	-7.5	6.8	-4.5	-6.4	-1.6
> O=C(Cn1c(=O)oc2cc(S(=O)(=O)N3CCCC3)ccc21)N1CCN(c2ccccc2)CC1
    9.4	2.0	2.9	-0.7	-6.8	22.2	6.2	nt	-0.4
> CC(=O)c1ccc(N2CCN(C(=O)CCc3nnc4n(C)c(=O)c5sccc5n34)CC2)cc1
    1.5	1.1	0.1	nt	0.7	nt	-10.6	nt	-0.2
> Cc1ccccc1NC(=O)/C=C/c1ccc([N+](=O)[O-])s1
    -13.1	-15.5	8.5	-0.4	-4.5	2.7	-1.8	-24.1	1.7
> CC(=O)NC(Cc1c[nH]c2ccccc12)C(=O)N1CCc2ccccc2C1 (stereo not drawn)
    -22.0	-19.4	2.5	0.1	-3.0	4.1	-5.1	-0.3	-0.1
> CCOc1ccc(Nc2ncnc3c2cnn3Cc2ccccc2)cc1
    -4.0	-25.0	0.1	0.4	-6.5	5.2	-2.1	-4.0	1.0

# Compound activity: PubChem BioAssay, National Center for Advancing Translational Sciences (NCATS)
